Assay outcomes from PubChem BioAssay.
OXTR agonist: activates the human oxytocin receptor; activation, % at 3 µM; P30559; CHO-OTR cells, Fluo-8 calcium fluorescence; normalized: DMSO 0%, oxytocin 100%; 0.32% of 320,000 active;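 active = activation above the mean of all tested compounds plus 3 SD, cutoff set per screening run, cut at about 20% in these data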;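 note: peak over basal fluorescence ratio from a 100 s FLIPR kinetic read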
V1R ag counter: counter-screen for oxytocin receptor agonists: human V1a receptor agonists; P37288; CHO-V1R cells, Fluo-8 calcium fluorescence, agonist mode; 0% DMSO, 100% 3 nM vasopressin; activation, % at 3 µM; 0.25% of 320,000 active;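 active = activation above the mean activation of all tested compounds plus 3 SD, per screening run, cut at about 20% in these data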;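 note: signal is peak over basal fluorescence ratio across a 100 second FLIPR read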
GalR3 antag: antagonists of human GalR3; O60755; 0.44% of 360,000 active; AID 651719; HEK293 GalR3-CNG cAMP membrane potential fluorescence; galR3 body fused to GalR1 C-terminus; inhibition, % at 3 µM;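 active = inhibition above the screen-wide average plus 3 SD, cut at about 13% in these data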;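 note: forskolin and galanin both at EC90 stimulate the cells; cAMP rise reported by CNG channel membrane potential dye signal; 0% = forskolin plus galanin with DMSO and 100% = forskolin alone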
Target sequence (O60755 1-299 limits assumed): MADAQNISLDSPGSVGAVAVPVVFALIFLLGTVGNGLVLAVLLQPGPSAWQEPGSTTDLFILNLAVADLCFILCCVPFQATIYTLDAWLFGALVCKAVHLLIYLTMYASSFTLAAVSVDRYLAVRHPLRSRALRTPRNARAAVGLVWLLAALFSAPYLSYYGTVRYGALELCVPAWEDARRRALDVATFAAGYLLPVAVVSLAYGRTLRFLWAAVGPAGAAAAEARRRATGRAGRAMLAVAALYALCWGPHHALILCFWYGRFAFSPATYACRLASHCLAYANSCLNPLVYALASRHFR
PHOSPHO1 inh: inhibitors of human PHOSPHO1 phosphatase; 1.1% of 290,000 active; recombinant PHOSPHO1, absorbance phosphatase assay; inhibition, % at 13.3 µM; in the data active = inhibition above about 60%
Target sequence (Q8TCT1 whole entry, looked up): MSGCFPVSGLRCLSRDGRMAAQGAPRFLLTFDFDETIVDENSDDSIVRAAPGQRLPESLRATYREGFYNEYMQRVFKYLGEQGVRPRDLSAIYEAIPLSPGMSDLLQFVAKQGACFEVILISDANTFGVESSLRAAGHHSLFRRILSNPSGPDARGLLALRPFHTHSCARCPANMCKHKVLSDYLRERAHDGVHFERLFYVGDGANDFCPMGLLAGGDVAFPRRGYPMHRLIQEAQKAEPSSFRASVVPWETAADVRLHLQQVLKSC
MEKK2 mut-MEK5: signal of MEK5 binding to mutant human MEKK2 PB1 domain | bead flow cytometry, Alexa488-MEK5 binding to MEKK2 mutant | percent response, % at 10 µM | 0.35% of 290,000 active; in the data active = percent response above about 24%, passing the limit was not always enough; note: inactives centre near 1; some results filed as inactive read as strong as hits; reference of the scale not given here
NALP1 yeast inh: NALP1 inhibition. AID 2071. 0.61% of 280,000 active. inhibition, % at 10 µM. S. cerevisiae NALP1/ASC/caspase-1 growth, X-gal OD620, 72 h; in the data active = inhibition mostly above about 24%, no sharp cut-off; inactive = mostly below about 32%; note: some compounds called inactive have numbers as strong as hits
GPR7 antagonist: antagonists of human GPR7 (neuropeptides B/W receptor 1); 1.1% of 290,000 active; inhibition, % at 4.4 µM; AID 1861; P48145; GPR7-expressing cells, fluorescence antagonist assay; in the data active = inhibition above about 16%, passing the limit was not always enough;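 note: cells stimulated with the agonist NPW; 0% = agonist with vehicle and 100% = vehicle without agonist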
Target sequence (P48145 whole entry, looked up): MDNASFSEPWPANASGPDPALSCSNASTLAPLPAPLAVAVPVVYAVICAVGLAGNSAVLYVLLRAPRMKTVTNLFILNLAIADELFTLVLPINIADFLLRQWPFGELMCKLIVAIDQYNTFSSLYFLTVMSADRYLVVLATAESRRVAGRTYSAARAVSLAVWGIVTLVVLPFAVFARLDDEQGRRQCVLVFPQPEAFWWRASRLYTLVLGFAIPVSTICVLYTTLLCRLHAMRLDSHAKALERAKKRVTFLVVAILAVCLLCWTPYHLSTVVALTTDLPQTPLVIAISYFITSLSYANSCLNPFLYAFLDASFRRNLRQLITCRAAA
MEKK3 PB1 HTS: MEKK3-MEK5 PB1 interaction, increase or decrease; Q99759; bead-based flow cytometry, Alexa488-MEK5 binding to MEKK3; actives lie on both sides; 0 = blocked by unlabeled MEK5, 100 = vehicle; binding response (% of control), % at 10 µM; 1.4% of 290,000 active; AID 1529;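 active = binding response more than 3 SD above or below the average of its plate-row segment, actives on both sides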;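 note: Alexa488 bead fluorescence after subtracting the streptavidin-only scavenger bead signal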
MEKK2 WT-MEK5: raises or lowers MEK5 binding to wildtype human MEKK2 PB1 domain | Q9Y2U5 | bead flow cytometry, Alexa488-MEK5 binding to MEKK2 WT; actives lie on both sides | binding response (% of control), % at 10 µM | 1.1% of 290,000 active | AID 1531; in the data active = binding response below about 67% or above about 130%
Active calls of the source: *; x = not tested or not shown; & = joins results of further samples; [ ] = another dose, or the depositor's remark.

SMILES,MEKK2 mut-MEK5,OXTR agonist,MEKK3 PB1 HTS,GalR3 antag,NALP1 yeast inh,V1R ag counter,MEKK2 WT-MEK5,GPR7 antagonist,PHOSPHO1 inh
COCC(C)N=CC1=C(O)CC(C)(C)CC1=O (configuration not stated),-3,1.2,100,-2,-2,0.1,97,6,3
O=c1c(F)cn(C2CCCO2)c(=O)n1Cc1c(Cl)cccc1Cl (configuration not stated),5,-0.6,106,-4,12,0.4,114,-11,9
CC(NC(=O)C1CCCN1S(=O)(=O)c1ccccc1)c1ccccc1 (configuration not stated),1,0.4,100,-8,7,-0.2,101,8,6
COc1cc(COCC(O)CN2CCOCC2)cc(OC)c1OC (configuration not stated),6,4.2,104,-2,-4,1.3,104,-1,18
CC(C)N1CC(O)=C(c2nc3ccccc3c(=O)[nH]2)C1=N,7,-0.3,101,2,-1,0.5,102,-4,-6
Cc1cc(C)cc(N=C(NO)c2cccc([N+](=O)[O-])c2)c1,12,-1.1,101,1,13,-0.4,100,-3,10
O=C1OCC/C1=C\c1ccccc1,-3,-0.3,87,-3,35,0.5,89,-3,7
CCN(CC)S(=O)(=O)c1ccc(N2CC(C(=O)NCc3cccnc3)CC2=O)cc1 (configuration not stated),0,1.3,100,-10,19,-0.6,103,-10,18
Cc1ccc(CNC(=O)C(c2ccccc2)c2ccccc2)cc1,-3,-1.1,101,-12,6,-0.6,94,3,32
NC1=NC(=O)C(Cc2ccc(Br)cc2)S1 (configuration not stated),6,1.6,102,-7,-18,1.5,104,-6,31
COc1ccc(Nc2cc(C(=O)NCCCN3CCN(C)CC3)c3ccccc3n2)cc1OC,-1&9,-0.3,98&104,-4,13,-0.3,101&111,-13,-12
CC1(OC(=O)C2CCCC2)C(=O)C=C2C=C(c3ccsc3)N(C3CC3)C=C2C1=O (configuration not stated),1,0.3,93,-5,8,1.2,102,x,9
N#CC1(C#N)C(C(=O)C23CC4CC(CC(C4)C2)C3)C12CCOCC2 (configuration not stated),-2,0.2,93,-8,-5,0.8,94,7,40
Cc1ccc(S(=O)(=O)N/N=C\c2ccc(Cl)c([N+](=O)[O-])c2)cc1,-10,0.8,77,-9,37,3.2,86,-1,4
Cc1ccc(NC(=O)C2COc3ccccc3O2)c(C)c1 (configuration not stated),7,-1.4,111,-12,-10,-0.6,112,-9,29
Cc1cccc(NC(=S)NN2CCOCC2)c1C,2,5.5,102,3,42,1.6,102,9,15
N#CCCn1cc(C(=O)N2CCCCC2)c(-c2cccc([N+](=O)[O-])c2)n1,-5,-0.4,96,-3,14,0.7,94,-9,-5
COCCNC(=O)/C(C#N)=C1\N=C(NC(=O)c2cccs2)c2ccccc21,3,1.3,102,-2,10,1.5,101,-5,20
CC(C)OC(=O)c1ccccc1C(=O)c1ccc(N)c([N+](=O)[O-])c1,-1,-0.3,105,-4,8,0.0,103,0,19
COc1ccc(C(=O)COc2ccc(NC(C)=O)cc2)cc1,-2,1.6,100,-12,-7,1.1,97,3,-2
Cc1ccc(S(=O)(=O)N2CN(Cc3ccco3)c3nc4ccccc4nc32)cc1,x,-0.6,x,-5,11,0.2,x,-10,33
O=[N+]([O-])c1ccc(-c2nc(-c3ccncc3)no2)cc1,0,-1.1,100,-4,x,0.1,100,-14,-5
COc1ccc(/C=C2/SC(=O)N(CCC(=O)Nc3ccccc3)C2=O)cc1OC,-1,-0.7,84,-1,16,-0.4,98,7,10
Nc1nnc(SCC(=O)NC2CCCC2)s1,-4,0.2,96,-1,12,1.4,97,-18,-12
Cc1ccccc1-c1nc(C#N)c(N2CCCCC2)o1,1,-1.8,100,-9,11,-1.2,98,-22,36
Cc1ccc(C2(c3ccc(C)cc3)CC2C(=O)NCc2cccnc2)cc1 (configuration not stated),-8,-0.1,82,3,5,-0.3,99,7,16
CN(C)S(=O)(=O)c1ccc(C(=O)OCCN=C2NS(=O)(=O)c3ccccc32)cc1,-1,-0.4,103,x,13,-0.2,100,-6,15
CC(=O)NC1CC2CCCC(C1)N2CC(=O)Nc1ccccc1 (configuration not stated),2,1.2,101,-3,5,0.1,101,-6,9
O=Cc1cn(CCC(=O)O)nc1-c1cccc(Cl)c1,0,0.2,97,-6,7,0.5,95,-10,27
CCCNC(=O)Cn1c(=O)n(CC(=O)N2CCCCC2)c(=O)c2sccc21,0,-0.1,102,-8,24,0.5,100,-15,23
O=C(CC(=O)Nc1cccc(Cl)c1)N/N=C\c1ccccc1,2,5.0,102,2,29,6.3,103,-7,12
CC(=O)C1=C(C)OC(N)=C(C#N)C1c1cccc2ccccc12 (configuration not stated),-3,-0.2,92,-2,-5,-1.3,92,-12,33
CCCc1cc(C(=O)Nc2ccc(C)cc2)no1,8,-3.0,108,x,4,-1.5,109,-13,-13
CCC1CCCCN1CCNS(=O)(=O)c1ccc2c(c1)CCN2C(C)=O (configuration not stated),1,0.2,105,0,-7,1.3,107,-7,-5
O=C(CN1CCN(Cc2cccc(Cl)c2)C1=O)NCC1CCCO1 (configuration not stated),19,1.6,115,3,1,0.7,114,-9,-21
CCn1c(CC(=O)Nc2ccccc2F)nnc1SCC(=O)NC1CCCCC1,1,-0.3,100,-9,-5,0.6,99,-10,22
CCOc1ncccc1C(=O)Nc1c(C)n(C)n(-c2ccccc2)c1=O,-5,-0.4,96,-1,15,0.5,95,-21,-52
Brc1ccc(-c2nn[nH]n2)cc1,-36,1.6,82,-6,x,1.2,89,-3,8
S=C(NCc1ccco1)N1CCN(C(c2ccccc2)c2ccccc2)CC1,1,0.2,101,-5,0,-0.2,78,-20,15
Cc1ccccc1C(=O)Nc1c(C(=O)N2CCCC2)cnn1-c1ccccc1,-2,0.6,91,0,37,0.5,96,-8,-3
O=C(COC(=O)/C=C/c1ccc(S(=O)(=O)N2CCOCC2)cc1)NCc1ccccc1,-6,0.7,90,-2,-2,2.0,94,11,32
O=C1/C(=C/c2cccc(O)c2)SC(=S)N1CC1CCCO1 (configuration not stated),-7,1.6,89,-5,12,0.8,85,-1,33
CC(C)CC(OC(=O)c1ccc(Cl)nc1)C(=O)NC1CCCC1 (configuration not stated),5,-0.4,102,-5,11,0.2,102,-7,18
Cc1cccc(-n2ccc(=O)c(C(=O)O)n2)c1,4,0.6,103,-9,29,0.3,106,-3,15
CC1CC1C(=O)Nc1nc2ccc(S(C)(=O)=O)cc2s1 (configuration not stated),-1,1.1,103,-9,22,0.9,98,12,6
Cc1ccc(N(C)C(=O)C2CCCN2S(=O)(=O)c2ccc3c(c2)n(C)c(=O)c(=O)n3C)cc1 (configuration not stated),-17,-0.5,57*[inhibitor],-3,2,-0.1,71,-8,-29
COc1ccccc1CC(=O)NCc1nn(-c2ccccc2)nc1C,8,-1.8,98,-4,19,-0.9,99,3,-4
Cc1ccccc1N(C(=O)Cn1nnc(-c2ccc(F)cc2)n1)C(C(=O)NC(C)(C)C)c1ccncc1 (configuration not stated),-14,0.0,98,-7,28,0.1,87,-10,41
CCOC(=O)C1(Cc2cccc(Cl)c2)CCCN(C(=O)c2ccco2)C1 (configuration not stated),-7,-2.5,95,0,20,-1.7,96,10,16
CCOC(=O)N1CCC(NCCNC(=O)c2ccccc2)CC1,0,1.6&0.9,96,-1&0,23,-0.3&1.0,101,-6,11

Copied from the list.
CC(C)CC(OC(=O)c1ccc(Cl)nc1)C(=O)NC1CCCC1 (configuration not stated) @ V1R ag counter: 0.2
Cc1ccccc1N(C(=O)Cn1nnc(-c2ccc(F)cc2)n1)C(C(=O)NC(C)(C)C)c1ccncc1 (configuration not stated) @ NALP1 yeast inh: 28
CCCc1cc(C(=O)Nc2ccc(C)cc2)no1 @ PHOSPHO1 inh: -13

Other records
SMILES,MEKK2 mut-MEK5,OXTR agonist,MEKK3 PB1 HTS,GalR3 antag,NALP1 yeast inh,V1R ag counter,MEKK2 WT-MEK5,GPR7 antagonist,PHOSPHO1 inh
COc1ccc(-c2cn3ccsc3n2)cc1,-2,-2.0,92,-2,24,-1.1,95,-6,30
CC(C)CNC(=O)C(=O)NCC(c1ccc2c(c1)OCO2)N1CCOCC1 (configuration not stated),2,-0.6,101,-8,1,-0.2,97,8,11
O=c1cc(CN2CCCc3ccccc32)nc2sccn12,-15,1.2,84,-4,6,1.4,83,-7,5
COc1ccccc1CNC(=O)CCCc1ccccc1,0,-1.1,103,-3,31,-0.5,99,3,18
COc1ccc(CN(C(=O)c2oc3ccc(F)cc3c2C)C2CCS(=O)(=O)C2)cc1 (configuration not stated),0,2.6,104,-2,2,2.0,106,-10,16
CC(C)(C)c1ccc(CNc2ccc([N+](=O)[O-])cn2)cc1,3,-2.3,145*,-12,29,0.3,118,2,13
COCCN(C(=S)Nc1cccc(Cl)c1C)C(C)c1ccco1 (configuration not stated),3,-0.8,114,1,x,0.4,110,-7,34
CCn1cc(Br)c(C(=O)Nc2cccc(SC)c2)n1,2,-0.6,97,-12,-13,-1.5,98,3,-32
O=c1nc(/C=C/c2ccc(-c3ccc(F)cc3)o2)cc(C(F)(F)F)[nH]1,2,9.2,102,x,-5,15,100,-5,1
Cc1ccc(NC(=O)CN(C)CC(=O)NC2CCCc3ccccc32)cc1 (configuration not stated),4,0.0,107,-3,x,0.2,110,-13,-3
CC(C)(C)c1cc(CCC(=O)NCCc2ccccn2)cc(C(C)(C)C)c1O,5,-1.9,105,-9,10,-0.8,107,-2,0
